MITF inh = MITF inhibitors, primary screen, biochemical, AlphaScreen, human; Microphthalmia-associated transcription factor (Homo sapiens), O75030; AlphaScreen MITF homodimerization, bead proximity signal; inhibition, % at 2.6 µM; 650,000 compounds, 0.91% hits; in the data active = inhibition above about 50%;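 also: 0% = vehicle wells with protein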
Target sequence (O75030 whole entry, looked up): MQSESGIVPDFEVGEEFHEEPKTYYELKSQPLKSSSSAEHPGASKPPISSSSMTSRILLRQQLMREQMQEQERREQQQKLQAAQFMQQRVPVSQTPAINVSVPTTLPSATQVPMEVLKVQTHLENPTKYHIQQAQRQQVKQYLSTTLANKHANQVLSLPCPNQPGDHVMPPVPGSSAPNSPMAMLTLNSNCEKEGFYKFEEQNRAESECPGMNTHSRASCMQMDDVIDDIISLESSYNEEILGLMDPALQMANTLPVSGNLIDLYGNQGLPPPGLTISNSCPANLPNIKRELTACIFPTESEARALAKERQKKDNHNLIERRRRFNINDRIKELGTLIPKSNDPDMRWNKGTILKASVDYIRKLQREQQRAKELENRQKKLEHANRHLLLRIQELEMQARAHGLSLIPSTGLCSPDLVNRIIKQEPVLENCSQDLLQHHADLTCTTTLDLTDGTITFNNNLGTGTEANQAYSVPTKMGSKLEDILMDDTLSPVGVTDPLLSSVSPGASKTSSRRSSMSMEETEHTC
GPR151 activ = activators of human GPR151, primary screen, cell-based, PathHunter beta-arrestin, luminescence | PathHunter beta-arrestin GPR151 cells | AID 1508602, 2020 | G-protein coupled receptor 151 (Homo sapiens), Q8TDV0 | 650,000 compounds, 1% hits | activation, % at 11.2 µM; in the data active = activation above about 4.9%;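 also: 0% = median of compound wells and 100% = cells with positive control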
Target sequence (Q8TDV0 whole entry, looked up): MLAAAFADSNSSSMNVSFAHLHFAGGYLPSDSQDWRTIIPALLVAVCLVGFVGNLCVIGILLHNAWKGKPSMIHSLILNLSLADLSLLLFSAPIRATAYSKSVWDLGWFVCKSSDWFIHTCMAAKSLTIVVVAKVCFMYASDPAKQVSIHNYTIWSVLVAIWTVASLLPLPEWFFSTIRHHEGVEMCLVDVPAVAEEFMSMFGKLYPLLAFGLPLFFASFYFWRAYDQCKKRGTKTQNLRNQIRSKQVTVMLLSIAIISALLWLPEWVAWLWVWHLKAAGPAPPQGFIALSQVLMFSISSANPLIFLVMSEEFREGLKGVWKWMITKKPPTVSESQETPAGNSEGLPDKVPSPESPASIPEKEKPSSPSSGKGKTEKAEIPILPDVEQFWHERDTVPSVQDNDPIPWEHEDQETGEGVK
FBW7 act = FBW7 E3 ligase activators, primary screen, biochemical, AlphaScreen, human. normalized activity (activation), % at 26.1 µM. AlphaScreen FBW7–phospho-cyclin E peptide binding, activator screen. 650,000 compounds, 0.13% hits. AID 1259310, 2017. F-box/WD repeat-containing protein 7 (Homo sapiens), Q969H0; in the data active = normalized activity above about 1.9%;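 also: purified mutant Fbw7 with reduced substrate affinity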
TEAD-YAP block = TEAD-YAP interaction inhibition, primary screen, TEAD-YAP interaction inhibitor project, luminescence, HEK-TIYL cells | TEAD-Gal4/YAP UAS-luciferase luminescence | inhibition, % at 9.12 µM | 640,000 compounds, 1.4% hits | AID 1259422, 2018; in the data active = inhibition above about 32%;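 also: 0% = median of test compound wells and 100% = reference inhibitor wells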
* = called active by the depositor.

SMILES	MITF inh	GPR151 activ	FBW7 act	TEAD-YAP block
COc1ccc(C2CC(c3c(C)nc4ccc(Br)cc4c3-c3ccccc3)=NN2C(C)=O)cc1 (centres undefined)	14.8	-1.0	0.2	5.9
Cc1csc(NC(=O)CCCOc2ccc(Cl)cc2Cl)n1	8.7	1.9	-0.2	9.0
O=C(Nc1ccc2c(c1)CN(Cc1cccn1-c1ncccn1)CC2)C1CCCO1 (centres undefined)	0.4	-1.0	0.1	-2.4
COc1cc(Br)c(Br)c(C=C2C(=O)NC(=O)NC2=O)c1O	12.5	-1.2	-1.3	0.5
Cc1ccc(Cn2nnc3c(=O)n(CC(=O)Nc4ccc5c(c4)OCO5)cnc32)cc1	-1.2	0.4	-0.2	0.6
Cc1ccc(CNC(=O)c2ccc(/C=C3\Oc4ccccc4N(C)C3=O)cc2)cc1	-1.1	-0.1	0.0	-3.3
CS(=O)(=O)N(CC(=O)N1CCN(c2cccc(Cl)c2)CC1)c1ccccc1	18.9	-1.0	0.6	7.0
O=C(c1ccc(C23CC4CC(CC(C4)C2)C3)o1)N1CCOCC1	1.1	0.8	-0.2	-7.7
O=C(c1ccc(I)cc1)N1CCc2ccccc2C1	18.6	1.7	0.1	-8.8
CCCCSc1nnc2[nH]c(=O)cc(C)n12	-1.8	-2.3	-0.4	5.3
Cc1c(C(=O)N2CCC(C(N)=O)(N3CCCCC3)CC2)sc2ncnc(N3CCN(c4ccccc4)CC3)c12	4.3	-0.8	-0.1	9.0
CCSc1nnc2c(n1)OC1(Nc3ccccc3-2)C(=O)Nc2ccc(Br)cc21 (centres undefined)	10.4	1.3	-0.1	3.2

Look-ups from above:
Cc1ccc(CNC(=O)c2ccc(/C=C3\Oc4ccccc4N(C)C3=O)cc2)cc1 in GPR151 activ reads -0.1
O=C(c1ccc(C23CC4CC(CC(C4)C2)C3)o1)N1CCOCC1 in TEAD-YAP block reads -7.7
CS(=O)(=O)N(CC(=O)N1CCN(c2cccc(Cl)c2)CC1)c1ccccc1 in GPR151 activ reads -1.0
CCCCSc1nnc2[nH]c(=O)cc(C)n12 in FBW7 act reads -0.4
Cc1c(C(=O)N2CCC(C(N)=O)(N3CCCCC3)CC2)sc2ncnc(N3CCN(c4ccccc4)CC3)c12 in GPR151 activ reads -0.8
COc1cc(Br)c(Br)c(C=C2C(=O)NC(=O)NC2=O)c1O in GPR151 activ reads -1.2
Cc1csc(NC(=O)CCCOc2ccc(Cl)cc2Cl)n1 in FBW7 act reads -0.2

The list continues.
SMILES	MITF inh	GPR151 activ	FBW7 act	TEAD-YAP block
COc1ccc(-c2noc(CNC(=O)c3ccccc3OC)n2)cc1	6.4	0.6	1.0	2.3
Cc1ccc(F)c(-n2c(=S)sc3c(=O)n(-c4ccccc4)c(SCc4ccccc4C)nc32)c1	9.9	1.2	0.0	5.3
O=C(N1CCN(CCn2cccn2)CC1)C1(c2ccccc2)CCOCC1	6.3	-0.1	0.1	2.4
C/C(=C\c1ccccc1)CNCc1cc(NC(=O)c2ccccn2)cc(C(=O)N(C)C)c1	-1.8	1.9	0.1	3.2
O=C(c1sc2ccccc2c1Cl)N1CCN(c2ccc(Cl)cc2[N+](=O)[O-])CC1	14.1	-0.5	-0.8	0.6
Cc1ccoc1C(=O)N1CCCC(CNC(=O)C2(c3ccc(Cl)cc3)CC2)C1 (centres undefined)	2.3	2.7	-0.1	-1.7
CC(=O)Nc1ccc(-c2nc(-c3ccccc3)c3cc(C)ccc3n2)cc1	4.0	-0.2	-0.5	7.4
C=CCN(c1ccccc1)S(=O)(=O)c1ccc2[nH]cc(C(=O)NCCCOC)c(=O)c2c1	1.6	-0.7	-0.2	5.6
CCN(CC)C(=O)CSc1nnc(-c2c[nH]c3ccccc23)o1	-2.6	0.0	-0.2	-35.9
COc1ccc2c(c1)c1nc(N(C)C)nc3c1n2CCN3C	12.2	-0.1	0.1	87.8*
Cc1nc2nc[nH]n2c(=O)c1CCC(=O)NCCc1c[nH]c2ccccc12	-1.6	3.3	0.3	5.9
O=C(Nc1ccc(S(=O)(=O)Nc2nccs2)cc1)c1ccc(Br)o1	-9.9	0.4	-0.1	-4.0
CCOC(=O)N1CCN(c2cc(-c3cncc(-c4ccc(C)cc4)c3)nc(C)n2)CC1	-2.8	1.5	0.2	8.2
O=C(Cn1nc2c3ccccc3ncn2c1=O)NC1CCCC1	-6.5	0.2	0.1	-2.6
Oc1[nH]c(=S)sc1/C=N/c1nc2ccccc2[nH]1	-16.4	-1.5	0.0	-7.2
COc1ccc2c(c1)C(C)(c1ccccc1)C(=O)N2 (centres undefined)	-9.7	-1.3	-0.1	3.5
O=C(CCC1(Cc2cccs2)CCC(=O)N1)NCCCN1CCc2ccccc21 (centres undefined)	-8.2	-0.6	-0.1	2.7
Clc1ccc(Cn2c3ccccc3c3nc4ccccc4nc32)c(Cl)c1	0.9	-0.8	0.1	5.9
CC(C)(C)n1nc2c(c1-n1cccc1)CN(C(=O)C1COc3ccccc3O1)C2 (centres undefined)	4.0	-0.5	-0.1	0.2
FC(F)(F)c1cc(-c2cnc3ccc(NC4CCOCC4)nn23)cc(C(F)(F)F)c1	-3.3	-0.3	-0.4	8.4
N#Cc1ccccc1COc1ccc2ccccc2c1C=O	1.5	-0.4	-0.1	-37.7
Cn1c(C2=C(O)CN(CCc3ccccc3)C2=N)[n+](C)c2ccccc21	-6.3	-0.3	-0.2	-2.2
CC(C)CN(CC(C)C)C(=O)/C=C/c1ccc([N+](=O)[O-])cc1	12.1	2.2	0.0	0.8
O=C(Nc1cc(C(=O)N2CCC(Cc3ccccc3)CC2)ccc1N1CC2CC(C1)c1cccc(=O)n1C2)c1ccc(Br)o1 (centres undefined)	4.8	0.0	-0.1	-0.9
CC(C)C[C@H]1NC(=O)[C@H]2CN(C(=O)c3ccc(OC(F)(F)F)cc3)CCN2C1=O	-1.6	-0.1	0.0	-1.3
O=C(Nc1ccc(S(=O)(=O)N2CCCC2)cc1)C(F)(F)F	8.3	-0.8	-0.2	12.3
O=C(CC1(O)C(=O)N(CCc2ccccc2)c2ccccc21)c1ccc([N+](=O)[O-])cc1 (centres undefined)	2.0	2.1	0.1	-1.3
CCC1=NN(C(=O)OC(C)(C)C)C(O)(c2ccncc2)C1 (centres undefined)	0.9	0.7	-0.1	-18.7
COc1ccc(CC(=O)Nc2ccccc2C(=O)NCCc2ccccc2)cc1	-11.1	2.3	0.3	-15.2
CCOC(=O)CSc1nc2ccccc2c2nc(-c3ccc([N+](=O)[O-])cc3)nn12	-0.2	-1.5	0.1	1.7
COc1ccc(CC2(CCC(=O)NC(C)(C)C)CCC(=O)N2)cc1 (centres undefined)	8.3	-1.3	-0.1	-9.8
COc1ccc(NC(=O)Cc2ccc(SC)cc2)c2ccccc12	-11.3	0.2	-0.3	2.1
O=C(NCC1CCC2(CCN(CCc3ccccc3)CC2)O1)c1ccccc1 (centres undefined)	-1.8	2.2	-0.1	5.1
CCOc1cc(C2C(C(=O)OCc3ccccc3)=C(C)NC3=C2C(=O)CC(c2ccc(Cl)cc2)C3)ccc1O (centres undefined)	-1.0	-1.1	0.0	-17.3
CC(=O)c1ccc(NC(=O)c2ccccc2Cl)cc1	13.0	0.3	0.1	-74.4
NC(=O)c1ccc(-c2cc(NCc3cccnc3)nc(N)n2)cc1	7.0	1.3	0.0	-10.7
CCOc1ccc(NC(=O)/C=C/c2ccco2)cc1	8.0	-5.5	0.0	-63.6
COC(=O)c1cn2c(=O)c3ccccc3nc2c2ccccc12	4.6	-1.3	0.2	4.6
O=c1c2cc3c(cc2[nH]c(=S)n1C1CCN(Cc2ccccc2)CC1)OCO3	1.9	-0.8	0.1	0.0
Cc1ncc(CO)c(/C=N/NS(=O)(=O)c2ccc(C(C)(C)C)cc2)c1O	8.2	0.3	0.0	0.1
COc1ccc(CCNC(=O)CN2C(=O)CCS(=O)c3ccccc32)cc1OC (centres undefined)	12.1	-1.2	0.6	6.4
O=Cc1ccc(OCc2ccc(C(=O)O)cc2)c(Cl)c1	-20.3	-8.2	0.1	4.2
Cc1ccc(N=C2NC(=O)C(Cc3cccc(C(F)(F)F)c3)S2)cc1 (centres undefined)	5.6	-1.2	0.1	7.1
N#Cc1ccccc1OCC(=O)NCCc1ccc(F)cc1	-0.4	0.3	-0.2	-6.2
CCC(C)NC(=O)c1c[nH]c2ccc(S(=O)(=O)N(CC)c3ccccc3)cc2c1=O (centres undefined)	27.3	2.0	0.1	-11.4
O=C(Cn1nnc(-c2cc(Cl)ccc2-n2cnnn2)n1)Nc1ccc(F)cc1	14.8	-0.7	0.0	6.1
C=CCNC(=O)N1CCC(n2nccc2NC(=O)CCCc2ccccc2)CC1	-8.0	0.1	-0.1	-3.0
COc1cccc(/C=C2/C(=O)N(c3ccc(I)cc3)N=C2C)c1	10.5	-0.7	-0.2	12.6

Later entries:
Fields – MITF inh, GPR151 activ, FBW7 act, TEAD-YAP block
Cc1ccc(N(CC2CO2)S(=O)(=O)c2ccc([N+](=O)[O-])cc2)cc1 (centres undefined)
  5.3, -0.5, 0.1, 9.2
CC1CN(C(=O)N2CCC(C(=O)O)CC2)c2ccccc2O1 (centres undefined)
  -6.0, 1.6, 0.0, -4.5
CCOc1cccc(C(=O)Nc2nnc(C3CCCCC3)s2)c1
  -0.9, 0.1, -0.1, -4.6
C=Cc1cccc(NC(=O)c2ccco2)c1
  -3.6, -1.1, -0.1, -19.6
CN(C)c1cccc(-c2cnc(NCCCc3ccccc3)c3nccn23)c1
  -12.1, -1.4, 0.2, 3.4
COc1ccc(N2CC(NC(C)=O)CC2=O)cc1 (centres undefined)
  1.0, 2.1, 0.0, -1.1
O=C(NCc1ccc(Cl)cc1)c1c[nH]n2c(=O)cc(C3CCNCC3)nc12
  12.1, 0.9, -0.1, 0.7
Clc1cc(NC2CC2)ncn1
  6.4, -0.5, 0.1, -16.1
Nc1nonc1/C(=N\O)N1CCN(c2ccc(C(F)(F)F)cc2[N+](=O)[O-])CC1
  2.2, 2.3, 0.0, 3.4
O=C(NCCOc1nc(N2CCCCC2)nc(N2CCOCC2)n1)Nc1ccccc1
  11.2, -0.2, -0.4, -3.8
COc1ccc(CCc2nnc(CCC(=O)NCc3ccc(C(F)(F)F)cc3)o2)cc1
  -9.8, -0.8, -0.1, -12.0
COc1ccc(NC(=S)Nc2ccc(CC(=O)O)cc2)cc1OC
  16.6, -0.2, 0.2, 12.2
COc1cccc(C(=O)NCc2nnc(SCC(=O)N3N=C(c4cccs4)CC3c3ccc(F)cc3)n2-c2cccc(Cl)c2)c1 (centres undefined)
  0.2, 0.3, 0.3, 10.4
CC1CCCC(NC(=O)c2cccnc2SCc2ccccc2Cl)C1C (centres undefined)
  -18.5, -0.6, 0.3, 1.4
Nc1nc(-c2ccccc2)c(C(=O)Nc2ccc(Cl)cc2)s1
  1.6, -1.3, 0.0, -2.0
O=C(O)c1ccc(SCc2c(F)cccc2Cl)c([N+](=O)[O-])c1
  20.0, 0.2, 0.0, -8.6
COCCNC(=O)C/C(C)=N/NC(=O)C(=O)NC1CCCCC1
  13.4, 0.6, 1.0, 0.0
O=C(NC1CCS(=O)(=O)C1)/C(=C/c1ccccc1)NC(=O)c1ccccc1Cl (centres undefined)
  2.9, -0.2, 0.0, 4.2
O=C(Cn1cc(/C=N/NC(=O)c2cccs2)c2ccccc21)Nc1ccc(F)cc1
  0.2, -1.1, -0.1, -52.7
Cn1c(=O)c2c(nc(SCC(=O)NC(C)(C)C)n2C)n(C)c1=O
  -0.2, 0.8, -0.1, -1.1
Cc1nc(NCC2CC2)sc1-c1ccn(CCN2CCCC2)n1
  -2.0, 2.4, 0.3, 0.3
Cc1cc(C)nc(SCC(=O)Nc2ncc3c(n2)CC(C)(C)CC3=O)n1
  5.5, 5.6*, 0.0, 8.5
CCOc1ccc(-n2nc(C(=O)Nc3cccc(Cl)c3)c3ccccc3c2=O)cc1
  8.1, -0.4, 0.2, -4.8
COc1cc(C(=O)Nc2ccc([N+](=O)[O-])cn2)cc(OC)c1OC
  -3.1, 0.1, -0.1, 5.8
CN1C(=O)[C@H]2CN(Cc3ccc(F)c(F)c3)CCN2C(=O)[C@@H]1Cc1ccccc1
  -6.9, -1.1, -0.2, -16.2
CC(=O)c1cc(C(=O)N2CCC[C@@H]3CN(S(=O)(=O)C(C)C)CC[C@H]32)cs1
  1.2, -1.4, -0.1, -10.7
CCOc1ccc(C(=O)NCC2OCCc3ccccc32)cc1 (centres undefined)
  2.8, -1.0, 0.1, -20.9
CC(=O)Oc1ccc2nc(COc3ccc(C4CCCCC4)cc3)oc(=O)c2c1
  2.2, 0.0, 0.1, 1.2
CCn1c(SCC(=O)Nc2ccccc2C)nnc1C(C)C
  11.5, 0.2, 0.1, 1.8
COc1cc(/C=N/NC(=O)C2CC2c2ccccc2)ccc1OC(C)=O (centres undefined)
  -7.4, 2.0, 0.1, -9.5

Limited to MITF inh and FBW7 act, for some of the entries so far:
structure	MITF inh	FBW7 act
Nc1nonc1/C(=N\O)N1CCN(c2ccc(C(F)(F)F)cc2[N+](=O)[O-])CC1	2.2	0.0
O=C(NCCOc1nc(N2CCCCC2)nc(N2CCOCC2)n1)Nc1ccccc1	11.2	-0.4

Screens as filed in PubChem BioAssay.
